MEP2-GFP yeast: yeast TOR pathway MEP2-GFP modulation; S. cerevisiae MEP2-GFP strain, flow cytometry GFP, 3 h; 100% = DMSO control level; GFP response vs DMSO, % at 10 µM; 0.51% of 330,000 active;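 active = GFP response versus DMSO above a set limit, roughly screen mean plus 3 SD, cut at about 180% in these data; inconclusive = fewer than 70 cells counted for a yeast strain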;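 also: median GFP fluorescence of the barcode-gated MEP2-GFP cells per well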
LAP4-GFP MLPCN: yeast TOR pathway LAP4-GFP modulation | S. cerevisiae LAP4-GFP multiplex, flow cytometry GFP, 3 h; median GFP as percent of DMSO wells | GFP response vs DMSO, % at 10 µM | 0.34% of 320,000 active | AID 2023;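 active = GFP response vs DMSO above a set limit, about the screen mean plus 3 SD, cut at about 150% in these data; inconclusive = under 70 cell events counted for the yeast strain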
GRK2 inh: blocks RNA aptamer binding to human GRK2. P25098. bead flow cytometry, FAM-aptamer displacement from GRK2. inhibition of aptamer binding, % at 10 µM. 0.59% of 330,000 active;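 active = inhibition of aptamer binding above 40%, roughly 3 SD of noise, on plates passing a quality check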;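 also: median bead fluorescence of bound FAM aptamer so fluorescent compounds give negative values; no value below 0 was filed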
Target sequence (P25098 whole entry, looked up): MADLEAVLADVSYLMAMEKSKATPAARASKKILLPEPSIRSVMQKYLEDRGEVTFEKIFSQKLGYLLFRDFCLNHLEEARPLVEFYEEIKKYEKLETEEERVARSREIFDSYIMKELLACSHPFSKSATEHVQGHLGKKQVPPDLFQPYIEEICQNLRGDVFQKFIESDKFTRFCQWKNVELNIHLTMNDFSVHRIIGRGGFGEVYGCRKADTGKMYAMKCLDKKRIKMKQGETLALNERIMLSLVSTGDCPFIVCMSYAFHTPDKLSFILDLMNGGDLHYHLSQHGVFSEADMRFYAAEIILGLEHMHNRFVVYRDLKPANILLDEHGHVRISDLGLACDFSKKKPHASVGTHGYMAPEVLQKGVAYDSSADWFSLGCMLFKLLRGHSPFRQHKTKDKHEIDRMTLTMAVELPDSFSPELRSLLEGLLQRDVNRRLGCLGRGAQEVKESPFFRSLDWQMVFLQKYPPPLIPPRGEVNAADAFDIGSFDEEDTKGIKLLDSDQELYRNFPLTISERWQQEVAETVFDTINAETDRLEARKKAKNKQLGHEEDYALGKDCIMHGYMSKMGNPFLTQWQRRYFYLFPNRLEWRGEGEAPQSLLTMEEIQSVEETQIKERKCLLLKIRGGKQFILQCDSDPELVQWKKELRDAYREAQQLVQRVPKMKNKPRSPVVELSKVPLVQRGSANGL
CIT2 TOR yeast: yeast TOR pathway CIT2-GFP modulation; S. cerevisiae CIT2-GFP strain, flow cytometry, 3 h; 100 means same as DMSO wells; GFP response vs DMSO, % at 10 µM; 0.065% of 320,000 active; AID 2029;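 active = GFP response relative to DMSO above a set limit, near the screen mean plus 3 SD, cut at about 150% in these data; inconclusive = Fewer than 70 cells measured for a yeast strain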;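 also: ratio of well median GFP fluorescence to mean of DMSO wells on the plate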
VLA-4 inh: inhibition in a human VLA-4 binding assay | VLA-4 expressing cells, ligand binding flow cytometry | inhibition, % (about 7 µM as worked out from the volumes in the protocol) | 0.2% of 330,000 active; in the data active = inhibition above about 50%
RPL19A TOR yeast: modulators of TOR pathway RPL19A-GFP in S. cerevisiae | percent response vs DMSO, % at 10 µM | 0.3% of 330,000 active | S. cerevisiae RPL19A-GFP strain, flow cytometry, 3 h; active compounds read low;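 active = percent response vs DMSO below 50%; inconclusive = fewer than 70 events counted for the yeast strain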;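 also: median channel GFP fluorescence of the barcoded RPL19A-GFP strain; ratio of sample median GFP to plate DMSO average so 100% = DMSO; lower means less RPL19A-GFP as with rapamycin TOR inhibition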
AGP1 TOR yeast: alters AGP1-GFP fluorescence in TOR pathway yeast screen. GFP response vs DMSO, % at 10 µM. AID 2066. 0.02% of 320,000 active. S. cerevisiae AGP1-GFP multiplex flow cytometry, 3 h; GFP as percent of DMSO wells;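 active = GFP response relative to DMSO above a set limit, near screen average plus 3 SD, cut at about 150% in these data; inconclusive = fewer than 70 cells counted for the yeast strain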;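 also: median GFP channel fluorescence of the gated AGP1 strain per well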
JMJD2C inh: blocks human GASC-1 demethylase activity; GST-JMJD2C(1-420) H3K9me3 demethylation, DELFIA europium; inhibition, % at 2.35 µM; AID 2099; 0.069% of 330,000 active;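 active = more than half of a compound's replicate wells show inhibition beyond 50%, single wells judged on their own value; inconclusive = some, but no more than half, of replicates pass 50% inhibition; inactive = no replicate passes 50% inhibition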;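 also: signal counts dimethyl H3K9 product captured on neutravidin plate; 0% = median of DMSO wells and 100% = 0.3 times that DMSO median; strong numbers were not always called active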
Target sequence (Q9H3R0 1-420 limits assumed): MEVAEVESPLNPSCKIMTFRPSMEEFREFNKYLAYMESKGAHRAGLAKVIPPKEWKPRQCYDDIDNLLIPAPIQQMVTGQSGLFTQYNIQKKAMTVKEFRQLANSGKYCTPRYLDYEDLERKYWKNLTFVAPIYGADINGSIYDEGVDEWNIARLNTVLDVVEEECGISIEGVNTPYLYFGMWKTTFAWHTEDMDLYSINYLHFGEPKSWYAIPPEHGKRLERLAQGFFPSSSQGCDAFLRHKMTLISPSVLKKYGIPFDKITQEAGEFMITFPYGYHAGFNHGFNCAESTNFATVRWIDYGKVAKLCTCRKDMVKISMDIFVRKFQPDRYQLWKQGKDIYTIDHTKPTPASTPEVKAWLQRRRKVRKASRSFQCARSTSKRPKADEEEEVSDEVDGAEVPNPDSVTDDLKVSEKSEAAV
The depositor's hits bear a star; ? = inconclusive; / = not tested or not shown; & = joins results of further samples; [ ] = dose if it differs, or a comment.

MEP2-GFP yeast	LAP4-GFP MLPCN	GRK2 inh	CIT2 TOR yeast	VLA-4 inh	RPL19A TOR yeast	AGP1 TOR yeast	JMJD2C inh	SMILES
114	123	1	104	-68	97	99	-4	COc1cc(/C=C2/CC/C(=C/c3ccc(O)c(OC)c3)C2=O)ccc1O
82	83	0	88	3	84	83	1	N#Cc1ccc(OCC(=O)NNC(=S)NC2CCCCC2)cc1
104	101	1	100	5	96	102	3	CCc1ccc(C(=O)NNC(=O)c2ccc(OCC(=O)N3CCOCC3)c(OC)c2)cc1
99	100	3	88	8	103	98	2	CCC(=O)c1ccccc1OCCSc1nc(C)cc(=O)[nH]1
65	107	0	92	0	92	83	21	CCN(CC)CC#CCC(O)(c1ccccc1)c1ccc(Br)cc1 (centres undefined)
85[may fluoresce red and violet]	?	0	?	16	?	?	-2	CCOc1ccc(C(=O)Nc2c3c(nn2-c2cccc(Cl)c2)CS(=O)C3)cc1 (centres undefined)
102	101	26	100	0	101	101	-26	COc1cccc(OC)c1C(=O)OCC(=O)/C(C#N)=C(\C)N
101	96	2	105	-8	103	107	6	COC(=O)c1cc(C(=O)OCC(=O)N2CCCCC2)cc([N+](=O)[O-])c1
92	90	0	97	7	99	97	/	Cc1cc(=O)oc2cc(OCC(=O)OC(C)C(=O)Nc3ccc(S(N)(=O)=O)cc3)ccc12 (centres undefined)
100	/	0	/	-8	109	/	/	O=C(Nc1cccc(C(F)(F)F)c1)c1cc(Br)cc2c1OCC2
101	115	0	106	-10	102	105	-5	CCCC(=O)N/C(N)=N/c1nc(C)c2cc(C)ccc2n1
98	91	0	88	9	96	93	7	C=CCc1cccc2cc(C(=O)N(CC)CC)c(=O)oc12
102	106	0	100	-15	97	102	4	O=C1C=C(c2ccc(Oc3ccccc3)cc2)C[C@@H](c2ccc(F)cc2)C1
91	84	4	96	8	96	94	5	Nc1ccc(N2CCOCC2)c(S(=O)(=O)Nc2cc(Cl)ccc2Cl)c1
98	104	0	103	6	97	95	2	COc1cccc(C(=O)C2CN(c3ccccc3)CC2c2ccc(Cl)cc2)c1 (centres undefined)
109	107	0	102	22	95	103	-5	Cc1cc(S(=O)(=O)N(Cc2ccccc2F)C2CC2)ccc1-n1cnnn1
91	87	0	86	16	91	87	13	CC(=O)NNc1nc(-c2ccc(C)cc2)cs1
94	97	4	85	6	96	100	-9	Cc1nc(N2CCOCC2)c2c(C)c(C(=O)Nc3ccccc3Cl)sc2n1
96	87	1	91	18	92	93	0	COc1cc(C)c(Cl)cc1S(=O)(=O)NCC1CCCO1 (centres undefined)
96	109	3	89	-3	95	98	-2	O=C(/C=C/NNC(=O)c1cccc(Br)c1)c1cccc(Br)c1
99	105	3	101	-7	99	102	-15	CCOC(=O)c1ccc(Nc2cc(C)nc3ncnn23)cc1
117	101	2	110	12	107	95	7	CCOC(=O)Nc1ccc2c(c1)nc1n2CCN(CCOC)C1
99	94	0	95	12	97	98	7	CCn1nc(C)c(CNC(=O)C2CCC(=O)N(Cc3ccc(Cl)cc3)C2)c1C (centres undefined)
96	92	0	101	-3	96	95	0	Cc1ccc(S(=O)(=O)NCCCCCC(N)=O)cc1
98	103	0	82	-5	95	100	2	O=S(=O)(c1ccc(Br)cc1)N1CCOC12CCCCC2

Some of the entries so far, field by field:
CCOC(=O)c1ccc(Nc2cc(C)nc3ncnn23)cc1
  MEP2-GFP yeast: 99; LAP4-GFP MLPCN: 105; GRK2 inh: 3; CIT2 TOR yeast: 101; VLA-4 inh: -7; RPL19A TOR yeast: 99; AGP1 TOR yeast: 102; JMJD2C inh: -15
CCOC(=O)Nc1ccc2c(c1)nc1n2CCN(CCOC)C1
  MEP2-GFP yeast: 117; LAP4-GFP MLPCN: 101; GRK2 inh: 2; CIT2 TOR yeast: 110; VLA-4 inh: 12; RPL19A TOR yeast: 107; AGP1 TOR yeast: 95; JMJD2C inh: 7

Next part
MEP2-GFP yeast	LAP4-GFP MLPCN	GRK2 inh	CIT2 TOR yeast	VLA-4 inh	RPL19A TOR yeast	AGP1 TOR yeast	JMJD2C inh	SMILES
?	?	0	?	12	?	?	9	COCCN=C1N[C@@H](c2ccc(Br)cc2)C(C(=O)OC)=C(C)N1Cc1ccccc1
107	97	1	110	8	107	105	/	CC1CCC(N2CCN(C(=O)c3ccccc3F)CC2)CC1 (centres undefined)
107	100	0	98	33	101	103	-15	O=C(COC(=O)CN1C(=O)C2CC=CCC2C1=O)Nc1cc(C(F)(F)F)ccc1N1CCOCC1 (centres undefined)
111	108	5	119	7	99	100	4	CCn1c(CNC(=O)c2ccc3c(c2)OCO3)nnc1SCC(=O)Nc1ccccc1F
108	100	1	100	-6	100	104	-6	Cc1ccc(C(=O)NC2CCN(C(=O)Nc3ccccc3Cl)CC2)cc1
105	102	0	102	-1	102	106	-7	COc1ccc(C(=O)NCC(=O)OCc2ccc(F)cc2Cl)cc1OC
98	108	0	104	-4	98	101	-15	CCN(CC)S(=O)(=O)c1cc(Cl)ccc1OC
89	86	2	87	3	85	/	8&0	O=C(CSc1nnc(-c2cnccn2)n1Cc1ccco1)Nc1ccc(Br)cc1
102	104	9	95	19	101	100	-1	Cc1ccc(OCc2nnc(SCc3ccc(C#N)cc3)n2-c2ccc(C)cc2)cc1
93	94	2	84	6	89	93	3	CSCCC(NS(=O)(=O)c1cccc(C(F)(F)F)c1)C(=O)Nc1ccccc1N1CCCC1 (centres undefined)
104	93	0	104	-7	105	100	-1	Cc1cc(C(=O)N/N=C/c2ccc[nH]2)n[nH]1
102	102	0	98	15	99	98	0	CCc1cccc(NC(=S)N(CCCN2CCOCC2)C(C)c2cc3cccc(OC)c3o2)c1 (centres undefined)
90	100	0	86	6	94	91	-16	CC1CCN(c2ncnc3c2cnn3Cc2ccc(Cl)cc2)CC1
94	106	0	91	-3	100	98	-2	Cc1cc(CNC(=S)Nc2ccc(Br)cc2Cl)nn1C
103	94	1	101	31	102	96	7	CCOc1ccc(NC(=O)CN2CCN(Cc3c(F)cccc3F)CC2)cc1
106	96	24	104	15	106	104	6	CN1CCN(c2nc(-c3ccc(Cl)cc3Cl)nc3ccccc23)CC1
105	108	0	98	0	101	105	/	COc1ccc2ccc(O)c(CN3CCN(S(=O)(=O)c4cccc(C(F)(F)F)c4)CC3)c2c1
96	95	0	99	14	102	100	2	O=C(CSc1nc2scc(-c3ccccc3)c2c(=O)[nH]1)Nc1ccccc1
101	96	0	107	-5	103	104	7	COc1ccc(-c2nsc(SCC(=O)Nc3cc(C)on3)n2)cc1
99	104	0	103	1	102	104	8	COc1ccc(CNC(=O)COC(=O)CCC(=O)c2cccs2)cc1
90	99	0	97	20	94	97	1	CCCN1CCN(C(=O)CCNC(=O)Cn2cnc3ccccc3c2=O)CC1
113	95	1	103	-11	104	102	-1	CCOC(=O)N/N=C\c1sccc1C
90	89	3	105	2	103	98	0	Cn1cnc([N+](=O)[O-])c1N=C(N)N
106	99	0	103	12	104	101	1	CC(O)c1ccc(-n2cnnn2)cc1 (centres undefined)
100	115	1	105	24	97	102	14	C/C(=N\O)C(=O)Nc1ccccc1
98	104	1	104	11	100	102	-2	COc1ccc(N(CC(=O)NC2CCCCC2)C(=O)CNC(=O)c2ccco2)cc1
93	98	0	/	30	103	91	3	CCS(=O)(=O)c1ccc2oc(SCC(=O)NC34CC5CC(CC(C5)C3)C4)nc2c1
118	110	1	107	7	104	107	10	O=C(CSC1=NCCS1)NCc1ccco1
99	100	6	101	1	103	107	13	O=C(CSc1ccc(F)cc1)Nc1ccc2c(c1)C(=O)NC2=O
98	103	0	98	-23	98	100	1	CCC(=O)Nc1ccc(C(=O)CN2C(=O)NC3(CCCCCC3)C2=O)cc1
97	91	1	87	2	95	87	6	Cc1ccc(C(=O)NCCc2ccccc2)cc1
138	95	2	100	5	59	15	14	CC1CC(C)CN(S(=O)(=O)N2CCCC(C(=O)NC3CCCCC3C)C2)C1 (centres undefined)
91	86	1	87	6	93	87	2	O=C(COC(=O)C1CC(=O)N(Cc2ccco2)C1)Nc1nc(-c2ccc(F)cc2)cs1 (centres undefined)
105	94	1	105	6	102	96	-2	CCCCNC(=S)NC1CCCC1
104	95	0	102	4	104	97	?	Cc1ccc(CN2CCC(Oc3cccc(C(=O)N(C)CCN(C)C)c3)CC2)cc1C
108	104	2	99	-11	95	99	3	COc1ccc(-n2c(C)cc(C(=O)NC3CCCCC3)c2C)cc1
95	104	0	108	14	95	108	9	COc1ccc2[nH]c(C(=O)NCCN3CCCCC3)cc2c1
90	93	0	89	-14	95	92	-6	Cc1cc(NC(=O)c2ccccc2)ncc1NC(=O)c1ccco1
95	96	0	94	4	93	96	2	COc1ccccc1N1CCN(C(=O)CNC(=O)Cn2cnc3sc(C)c(C)c3c2=O)CC1
104	92	2	99	-15	106	100	5	COc1ccc(-c2nc3cc(C)ccn3c2NC(=O)c2ccccc2OC)cc1
100	/	0	/	-2	98	/	2	COc1ccc2[nH]c(C(=O)N(Cc3ccccn3)Cc3ccccn3)cc2c1
96	99	2	89	12	97	96	/	C[C@@H]1CCCCCCCCC(=O)OCCN(C(=O)OC(C)(C)C)[C@H](C)CCCCCCCCC(=O)OCCN(C(=O)OC(C)(C)C)[C@H](C)CCCCCCCCC(=O)OCCN(C(=O)OC(C)(C)C)[C@H](C)CCCCCCCCC(=O)OCCN1C(=O)OC(C)(C)C
102	96	4	104	-21	100	104	4	CCOC(=O)c1oc2ccccc2c1NC(=O)c1ccc(S(=O)(=O)N2CCCC2)cc1
80[may fluoresce red]	84[may fluoresce red]	0	80[may fluoresce red]	-5	?	85[may fluoresce red]	1	COC(=O)c1cccc(NC(=O)C2C3CCC(C3)C2C(=O)O)c1 (centres undefined)
121	125	0	103	-7	112	117	-14	NNC(=O)c1cc(NS(=O)(=O)c2cccs2)cc(NS(=O)(=O)c2cccs2)c1
102	93	1	85	12	98	104	-9	CCCC(=O)Nc1c2c(nn1-c1ccc(OC)cc1)CS(=O)C2 (centres undefined)
101	105	0	95	3	101	107	2	COc1ccc(-c2c[n+](CC(=O)c3ccccc3)c3n2CCCCC3)cc1
113	99	1	119	4	82	83	6	Cc1ccc(NC(=O)N2CCCC2C(=O)NCCC2=CCCCC2)cc1 (centres undefined)
93	92	1	96	-3	97	98	3	COc1ccc(Cl)cc1NC(=O)CCN1C(=O)C2CC=CCC2C1=O (centres undefined)
93	103	0	102	7	103	104	10	Cc1ccc(C)c(NC(=O)NNC(=O)c2cc3ccccc3cc2O)c1

Next results.
MEP2-GFP yeast	LAP4-GFP MLPCN	GRK2 inh	CIT2 TOR yeast	VLA-4 inh	RPL19A TOR yeast	AGP1 TOR yeast	JMJD2C inh	SMILES
103	103	0	96	-5	99	97	5	O=c1c2ccccc2nc(/C=C/c2ccc(Cl)cc2)n1CCO
95	96	5	92	1	97	95	39	CCn1c(CCn2ccnc2C)n[nH]c1=S
105	97	0	99	16	99	98	1	O=C(NC1CC2CCC1C2)c1ccco1 (centres undefined)
93	91	0	92	-3	106	89	-6	Cc1c(C#N)c(N=CN(C)C)c(C(=O)c2ccccc2)n1-c1ccccc1
113	106	0	103	-7	106	111	-5	CCOC(=O)C1CCN(C(=O)Cn2cc3c(n2)CCC(C)C3)CC1 (centres undefined)
90	104	4	96	-20	99	103	78	O=C(Cn1ncc2ccccc21)N1CCc2ccccc21
97	91	2	85	-6	94	92	12	COc1cccc(C2NC(=O)NC(C)=C2C(=O)OCCSC)c1OC (centres undefined)
102	89	3	98	21	103	93	-5	COc1ccc(CC(=O)Nc2sc3c(c2C(N)=O)CCCC3)cc1
104	109	0	77	-16	74	69	3	Cc1cc(N)c(-n2cc3c(=O)n(C)c(=O)n(C)c3c2)cc1C
